Source: PubChem BioAssay
USP2a block: blocks human ubiquitin-specific protease USP2a; O75604; USP2 core, Ub-CHOP2 coupled fluorogenic reporter, 485/531; Potency, µM (top dose mostly 38.3 µM), for the others: at the top dose activity change, negative = inhibition, actives largely listed as inhibitors; 330,000 compounds, 0.01% hits; AID 463254;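 note: potency is the fitted concentration of half-maximal effect; plate controls were DMSO wells for no effect and full inhibition by NEM control for full effect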
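USP2 core (10nM final) preincubated 30min RT with compound in 20mM Tris-HCl pH 8.0, 2mM CaCl2, 2mM beta-mercaptoethanol, 0.05% CHAPS; 25nM Ub-CHOP2 plus 25nM reporter substrate added, fluorescence (Ex485/Em531) read after 60min.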
TSHR antagonist: blocks TSH signaling through the human TSH receptor. activity change, negative = inhibition, % at 11.5 µM. TSHR-expressing cells, TSH-stimulated cAMP HTRF, 2 h; hits give low values. P16473. 330,000 compounds, 0.2% hits. AID 504810;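 active = activity change below a set negative limit, meaning inhibition stronger than a set level, cut at about -70% in these data; inconclusive = activity change between two set negative limits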; note: % is set by controls: 0 for no effect and ±100 for the full control effect
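Competitive HTRF cAMP read-out (cryptate anti-cAMP antibody, cAMP-d2; 30 min, room temperature) in freshly harvested TSHR cells. Compounds added before TSH at EC80 (4nM final), followed by 2 hours' incubation at 37 deg C.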
Eya2 phos inh: blocks the phosphatase activity of human Eya2 | recombinant Eya2, OMFP fluorescence dephosphorylation (OMFP is methylfluorescein phosphate) | AID 488837 | Potency, µM (highest dose often 76.9 µM), inactives show at the top dose activity, negative = inhibition, usual class: inhibitors | 330,000 compounds, 0.006% hits; note: potency is the fitted concentration of half-maximal effect; % is set by controls: 0 for no effect and ±100 for the full control effect
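Eya2 protein (added as 0.2 uM solution) was preincubated with compound for 10 min at ambient temperature in 50 mM HEPES pH 7.5, 50 mM NaCl, 5 uM MgCl2, 0.05% BSA, 1 mM DTT. OMFP (added at 50 uM) then reacted 10 min; fluorescence read at 485/525 nm.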
Mito fusion yeast: mitochondrial division inhibition or fusion activation. AID 485298. Potency, µM (titrated, usually from 46.1 µM), inactives show at the top dose growth rescue (activation), most hits filed as activators. 320,000 compounds, 0.23% hits. S. cerevisiae fusion-defective mutant growth rescue, CellTiterGlo 48 h;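 note: potency is the fitted concentration of half-maximal effect; % of control where 0% means no effect; nearly all actives have a fitted effect of over 45% in size; temperature-sensitive fusion mutants such as fzo1-1 at 37 °C on non-fermentable ethanol glycerol medium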
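Luminescent cell viability in 1536-well qHTS format served as the measure of rescued growth in ts fusion-mutant S. cerevisiae cultured on non-fermentable YPEG for 48 hours at 37C.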
ELG1 DNA repair: blocks ELG1-dependent DNA repair in HEK293T cells; HEK293T ELG1-luciferase reporter, luminescence, 16 h; DNA damage induced by 5-fluorouridine; Potency, µM (top dose mostly 46.1 µM), without a hit: at the top dose activity change, negative = inhibition, actives largely listed as inhibitors; 330,000 compounds, 2.3% hits; note: potency is the fitted concentration of half-maximal effect; % is set by controls: 0 for no effect and ±100 for the full control effect; nearly all actives have a fitted effect of over 55% in size
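Step one: seed 2,000 cells per well. Step two: pin-transfer compound or DMSO alongside 5-fluorouridine. Step three: incubate 16 hr, 37 °C, 5% CO2. Step four: add ONE-Glo, wait 30 min, read luminescence.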
KCNH2 3.1 inh: blocks the human KCNH2 3.1 channel isoform; AID 720553; U2OS KCNH2 3.1, thallium flux FluxOr; hits give low values; activity change, % (tested at about 1.8 µM); 340,000 compounds, 0.95% hits;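 active = maximum activity change below -70%; inconclusive = maximum activity change from -70% to -50%; inactive = maximum activity change above -50%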;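 note: thallium influx rate constant from kinetic fluorescence after stimulation buffer; % is set by controls: 0 for no effect and ±100 for the full control effect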
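Virally transduced U2OS (3.1 isoform, 4 h infection in dark at RT) → overnight 37 C → FluxOr + Red40 in HBSS/HEPES, 45 min → stimulation buffer, 2 min kinetic read → rate constant vs DMSO controls.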
hERG WT inh: inhibitors of human wildtype KCNH2 potassium channel | U2OS, BacMam KCNH2, thallium flux FluxOr; hits give low values | activity change, % at 1.84 µM | 340,000 compounds, 0.37% hits;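 active = maximum activity change below -70%; inconclusive = maximum activity change between -70% and -50%; inactive = maximum activity change above -50%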; note: % is set by controls: 0 for no effect and ±100 for the full control effect
Target sequence (Q12809 whole entry, looked up): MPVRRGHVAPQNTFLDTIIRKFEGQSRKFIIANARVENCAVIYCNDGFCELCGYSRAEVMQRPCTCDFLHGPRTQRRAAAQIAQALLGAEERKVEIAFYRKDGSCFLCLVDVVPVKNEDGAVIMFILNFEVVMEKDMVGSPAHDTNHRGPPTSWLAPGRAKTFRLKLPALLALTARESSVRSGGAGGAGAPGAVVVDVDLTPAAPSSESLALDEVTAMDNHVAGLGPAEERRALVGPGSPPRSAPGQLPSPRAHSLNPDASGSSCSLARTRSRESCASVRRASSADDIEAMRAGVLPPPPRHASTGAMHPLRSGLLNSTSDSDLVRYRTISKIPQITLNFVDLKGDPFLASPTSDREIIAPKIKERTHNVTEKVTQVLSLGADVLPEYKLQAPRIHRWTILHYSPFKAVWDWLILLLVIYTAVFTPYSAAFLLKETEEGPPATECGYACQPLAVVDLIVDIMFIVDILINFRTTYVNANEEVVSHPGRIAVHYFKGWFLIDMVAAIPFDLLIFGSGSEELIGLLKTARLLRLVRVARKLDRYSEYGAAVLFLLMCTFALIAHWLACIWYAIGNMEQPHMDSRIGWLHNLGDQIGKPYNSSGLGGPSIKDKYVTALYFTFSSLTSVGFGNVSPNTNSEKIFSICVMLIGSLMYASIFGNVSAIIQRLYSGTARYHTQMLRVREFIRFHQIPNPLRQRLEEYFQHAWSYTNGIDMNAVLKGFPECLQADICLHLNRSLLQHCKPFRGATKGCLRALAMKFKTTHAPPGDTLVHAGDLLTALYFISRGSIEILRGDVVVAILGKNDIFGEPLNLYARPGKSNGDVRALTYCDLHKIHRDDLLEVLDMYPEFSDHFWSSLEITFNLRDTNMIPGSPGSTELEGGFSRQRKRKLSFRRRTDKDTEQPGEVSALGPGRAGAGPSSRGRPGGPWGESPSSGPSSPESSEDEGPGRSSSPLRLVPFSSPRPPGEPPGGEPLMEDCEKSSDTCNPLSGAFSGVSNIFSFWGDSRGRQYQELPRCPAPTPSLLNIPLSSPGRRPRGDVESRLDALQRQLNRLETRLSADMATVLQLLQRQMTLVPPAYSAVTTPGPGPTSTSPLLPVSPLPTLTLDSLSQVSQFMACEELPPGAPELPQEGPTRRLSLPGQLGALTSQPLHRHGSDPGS
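U2OS cells transduced with wild-type KCNH2 virus are loaded with FluxOr dye for 45 min, and thallium flux is measured in kinetic reads before and after stimulation buffer. Rate constants are normalized to DMSO controls.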
A-T KAP1 phos: potential ataxia-telangiectasia treatments restoring KAP-1 phosphorylation | […] A-T fibroblasts, KAP-1 phosphorylation AlphaLISA; neocarzinostatin DNA damage 30 min before lysis | Potency, µM (titrated, usually from 57.5 µM), without a hit: at the top dose activation, actives largely listed as activators | 320,000 compounds, 0.19% hits | AID 485349; note: potency is the fitted concentration of half-maximal effect; % of control where 0% means no effect; nearly all actives have a fitted effect of over 45% in size
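ATM-like activity read as KAP-1 phosphorylation via AlphaLISA donor/acceptor antibody pairs after lysis and 6 hr at 25C. Cells were ATM-null patient fibroblasts ([…], hTERT), dosed 60 min, then exposed to the DSB inducer NCS for 30 min.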
TRPV1 agonist: activates the human vanilloid receptor TRPV1; TRPV1-expressing cells, Fluo-8 calcium influx, agonist mode; activation, % at 8.33 µM; 320,000 compounds, 0.19% hits; AID 540275; in the data active = activation above about 80%; inconclusive = between about 30% and that limit; note: 0% is about no effect
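TRPV1-expressing cells were cultured overnight at 35.5C and loaded with Fluo-8 calcium dye for 40 to 90 min at room temperature. After a 10 s baseline, compound was added and calcium influx was read kinetically for 3 min (ex 480/em 520 nm).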
TCR act: T cell receptor activation; primary human leukocytes, anti-CD3, IL-2 HTRF, 48 h; Potency, µM (top dose mostly 9.22 µM), for inactives: top-dose activation of IL-2 secretion, actives largely listed as activators; 330,000 tested, under 10 active; AID 504894; note: % of control where 0% means no effect
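IL-2 produced over 48 hr by a-CD3 bead-stimulated primary human leukocytes exposed to compounds was detected with a homogeneous time-resolved FRET immunoassay, 665nm acceptor signal after 320nm excitation.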
* = called active by the depositor; [ ] = another dose, or the depositor's remark. Unless noted, calls come from the whole dose curve; as a rule, active = well fitted curve in the direction sought with a large enough effect; inconclusive = small, poorly fitted or top-dose-only effect, or another doubt; inactive = no such curve, though single readings can be large; an effect the other way counts as inactive or inconclusive. This is a subset; the hit share may differ from the screen's.

COc1cc(C2NC(=O)c3ccccc3O2)cc(OC)c1OC (centres undefined) was read as USP2a block 1.4%, TSHR antagonist 8.8, Eya2 phos inh -14.3%, Mito fusion yeast -0.1%, ELG1 DNA repair 10.7%, KCNH2 3.1 inh -2.0, hERG WT inh -2.2 and A-T KAP1 phos 10.4%.
For O=C(CCc1nc2ccccc2c(=O)[nH]1)N1CCN(c2ccc(F)cc2)CC1 the results were USP2a block 1.9%, TSHR antagonist -4.9, Eya2 phos inh -9.4%, Mito fusion yeast -3.8%, ELG1 DNA repair inconclusive, KCNH2 3.1 inh 0.3, hERG WT inh -0.8, A-T KAP1 phos 2.4%, TRPV1 agonist 2.0 and TCR act 1.5%.
For COc1cccc(-c2cc(C(F)(F)F)nc(N3CCOCC3)n2)c1 the results were USP2a block 1.4%, TSHR antagonist -12.1, Eya2 phos inh -3.0%, Mito fusion yeast 0.3%, ELG1 DNA repair inconclusive, KCNH2 3.1 inh 11.8, hERG WT inh 4.5, A-T KAP1 phos 9.0%, TRPV1 agonist 7.7 and TCR act -2.8%.
For COc1ccc(N2CCN(CCCNC(=O)C3CCCN(S(=O)(=O)c4c(C)n[nH]c4C)C3)CC2)cc1 (centres undefined) the results were USP2a block 2.1%, TSHR antagonist -0.5, Eya2 phos inh -1.2%, Mito fusion yeast -4.4%, ELG1 DNA repair 3.3%, KCNH2 3.1 inh -14.3, hERG WT inh 19.2, A-T KAP1 phos 2.5%, TRPV1 agonist 0.1 and TCR act -4.9%.
CCCCn1c(N)c(N(CCOC)C(=O)c2ccc(-n3c(C)ccc3C)cc2)c(=O)[nH]c1=O was read as USP2a block 1.0%, TSHR antagonist 8.1, Eya2 phos inh -9.1%, Mito fusion yeast -6.1%, ELG1 DNA repair inconclusive, KCNH2 3.1 inh 1.6, hERG WT inh -3.8, A-T KAP1 phos -1.0%, TRPV1 agonist -1.3 and TCR act 7.8%.
`Cc1cc(C(=O)NNC(=S)NCc2ccccc2)cs1` gave USP2a block -0.1%, TSHR antagonist 0.8, Eya2 phos inh 2.7%, Mito fusion yeast 5.1%, ELG1 DNA repair 6.4%, KCNH2 3.1 inh 8.6, hERG WT inh -4.6, A-T KAP1 phos 5.7%, TRPV1 agonist 2.3 and TCR act -2.2%[46.1 µM].
`COc1ccc(/C=C/C(=O)OCC(=O)NC(=O)NC(C)(C)C)cc1` gave USP2a block 2.9%, TSHR antagonist 0.0, Eya2 phos inh -10.7%, Mito fusion yeast -11.4%, ELG1 DNA repair 9.3%, KCNH2 3.1 inh -2.2, hERG WT inh -2.6, A-T KAP1 phos -8.9%, TRPV1 agonist 2.6 and TCR act -3.2%.
`CCOC(=O)CSc1ncnc2c(C(=O)OCC)c3n(c12)CCC3` gave USP2a block 1.1%, TSHR antagonist -4.3, Eya2 phos inh 3.2%, Mito fusion yeast 0.8%, ELG1 DNA repair -0.7%, KCNH2 3.1 inh -2.2, hERG WT inh 10.4, A-T KAP1 phos 12.6%, TRPV1 agonist -4.3 and TCR act 1.2%[46.1 µM].
For O=C1N/C(=C/c2ccsc2)C(=O)N1c1ccccc1 the results were USP2a block 2.4%, TSHR antagonist 6.3, Eya2 phos inh 5.9%, Mito fusion yeast 0.1%, ELG1 DNA repair inconclusive, KCNH2 3.1 inh 4.2, hERG WT inh -3.9, A-T KAP1 phos -2.2%, TRPV1 agonist 3.6 and TCR act 4.9%.
Screening COc1ccc2cc(/C=N/NC(=O)c3c(Cl)cnn3C)c(Cl)nc2c1 returned USP2a block 4.4%, TSHR antagonist 2.1, Eya2 phos inh -1.7%, Mito fusion yeast -25.5%, ELG1 DNA repair -1.0%, KCNH2 3.1 inh 3.8, hERG WT inh 7.0, A-T KAP1 phos -1.6%, TRPV1 agonist 20.0 and TCR act -3.9%[46.1 µM].
`COc1ccccc1NC(=O)CSc1n[nH]c(Cc2ccccc2)n1` gave USP2a block 0.7%, TSHR antagonist 17.9, Eya2 phos inh 4.5%, Mito fusion yeast -4.7%, ELG1 DNA repair 15.7%, KCNH2 3.1 inh -0.9, hERG WT inh -8.0, A-T KAP1 phos -3.9%, TRPV1 agonist 4.5 and TCR act -1.1%.
For CCOC(=O)N1CCN(C(=O)CCc2c(C)nc3c(c(C)nn3-c3ccc(C)c(C)c3)c2C)CC1 the results were USP2a block 0.8%, TSHR antagonist -1.5, Eya2 phos inh -7.3%, Mito fusion yeast 16.2%, ELG1 DNA repair 6.7%, KCNH2 3.1 inh -15.6, hERG WT inh 5.0, A-T KAP1 phos 8.8%, TRPV1 agonist 11.9 and TCR act 5.9%.
`CCCN1CCN(C(=O)C2CCN(S(=O)(=O)c3ccc4c(c3)NC(=O)C(C)S4)CC2)CC1` (centres undefined) gave USP2a block 1.6%, TSHR antagonist -3.1, Eya2 phos inh -0.1%, Mito fusion yeast 2.9%, ELG1 DNA repair 9.2%, KCNH2 3.1 inh 4.6, hERG WT inh -0.6, A-T KAP1 phos 3.5%, TRPV1 agonist 1.3 and TCR act -4.3%.
Screening c1ccc(Cn2c(CSc3nnnn3-c3ccccc3)nc3ccccc32)cc1 returned USP2a block 2.8%, TSHR antagonist -0.4, Eya2 phos inh -2.5%, Mito fusion yeast -2.3%, ELG1 DNA repair inconclusive, KCNH2 3.1 inh -1.1, hERG WT inh 2.9, A-T KAP1 phos 9.1%, TRPV1 agonist 26.5 and TCR act -1.4%.
Screening OCCCc1nc2n(n1)C(c1ccccc1)C=C(c1ccccc1)N2 (centres undefined) returned USP2a block 3.4%, TSHR antagonist -7.8, Eya2 phos inh 16.1%, Mito fusion yeast -0.5%, ELG1 DNA repair -0.6%, KCNH2 3.1 inh -11.9, hERG WT inh -10.2, A-T KAP1 phos 4.5%, TRPV1 agonist 24.1 and TCR act -6.8%.
For CC(=O)c1c(N2CCCC2)nc(=S)n(-c2ccccc2)c1C the results were USP2a block -1.5%, TSHR antagonist 4.5, Eya2 phos inh -10.6%, Mito fusion yeast -1.1%, ELG1 DNA repair 16.7%, KCNH2 3.1 inh -10.1, hERG WT inh -2.8, A-T KAP1 phos -1.3%, TRPV1 agonist 3.0 and TCR act -2.1%.
`CCOc1cc(/C=C2/C(=N)N3OC(C)=CC3=NC2=O)ccc1OCCOc1ccccc1` gave USP2a block 4.6%, TSHR antagonist -1.3, Eya2 phos inh -3.2%, Mito fusion yeast -1.3%, ELG1 DNA repair 7.3%, KCNH2 3.1 inh -20.3, hERG WT inh -6.4, A-T KAP1 phos 2.9%, TRPV1 agonist 1.1 and TCR act -0.6%.
Screening O=C(N/N=C/C=C/c1ccccc1)c1cccs1 returned USP2a block -0.8%, TSHR antagonist 10.3, Eya2 phos inh -24.8%, Mito fusion yeast 2.2%, ELG1 DNA repair inconclusive, KCNH2 3.1 inh -2.2, hERG WT inh -2.9, A-T KAP1 phos -7.8%, TRPV1 agonist inconclusive and TCR act 1.1%.
For CCc1cccc(NC(=O)CCNS(=O)(=O)c2cccc3nonc23)c1 the results were USP2a block 3.0%, TSHR antagonist -26.1, Eya2 phos inh -2.6%, Mito fusion yeast 3.3%, ELG1 DNA repair 1.2%, KCNH2 3.1 inh -5.0, hERG WT inh -10.6, A-T KAP1 phos 6.1%, TRPV1 agonist 2.7 and TCR act -0.1%.
`C/C(CCc1ccccc1)=N\NC(=O)c1ccccc1` gave USP2a block 1.3%, TSHR antagonist 0.8, Eya2 phos inh -4.1%, Mito fusion yeast -5.6%, ELG1 DNA repair inconclusive, KCNH2 3.1 inh 3.7, hERG WT inh -15.0, A-T KAP1 phos -3.6%, TRPV1 agonist 5.6 and TCR act -1.6%[46.1 µM].
Screening CCN1CCCC1CNC(=O)c1cn(C)c2ccc(S(=O)(=O)N3CCCCCC3)cc2c1=O (centres undefined) returned USP2a block 0.4%, TSHR antagonist 19.1, Eya2 phos inh 1.6%, Mito fusion yeast 0.1%, ELG1 DNA repair -4.4%, KCNH2 3.1 inh -19.7, hERG WT inh 6.1, A-T KAP1 phos -2.8%, TRPV1 agonist 0.7 and TCR act -2.1%.
Screening Cc1ccc(CSCCNC(=O)CCSc2ccccc2)cc1 returned USP2a block 1.4%, TSHR antagonist 15.0, Eya2 phos inh -4.3%, Mito fusion yeast 2.3%, ELG1 DNA repair 1.9%, KCNH2 3.1 inh 1.9, hERG WT inh -0.9, A-T KAP1 phos 9.0%, TRPV1 agonist inconclusive and TCR act 1.8%.
For COCCN1C(=O)C(O)=C(C(=O)c2cccs2)C1c1ccccc1 (centres undefined) the results were USP2a block -1.1%, TSHR antagonist 0.1, Eya2 phos inh 8.8%, Mito fusion yeast -4.0%, ELG1 DNA repair -4.8%, KCNH2 3.1 inh 1.5, hERG WT inh 6.1, A-T KAP1 phos -7.4%, TRPV1 agonist -3.1 and TCR act 4.7%.
